From PubChem BioAssay
D1 antag: blocks dopamine activation of the human D1 receptor. HEK293 TREx D1 cells, calcium flux, dopamine EC80; stronger effect = lower value. activity change, negative = inhibition, % at 10 µM. P21728. 3.2% of 360,000 active. AID 504652; in the data active = activity change below about -30%; note: % is set by controls: 0 for no effect and ±100 for the full control effect
Target sequence (P21728 whole entry, looked up): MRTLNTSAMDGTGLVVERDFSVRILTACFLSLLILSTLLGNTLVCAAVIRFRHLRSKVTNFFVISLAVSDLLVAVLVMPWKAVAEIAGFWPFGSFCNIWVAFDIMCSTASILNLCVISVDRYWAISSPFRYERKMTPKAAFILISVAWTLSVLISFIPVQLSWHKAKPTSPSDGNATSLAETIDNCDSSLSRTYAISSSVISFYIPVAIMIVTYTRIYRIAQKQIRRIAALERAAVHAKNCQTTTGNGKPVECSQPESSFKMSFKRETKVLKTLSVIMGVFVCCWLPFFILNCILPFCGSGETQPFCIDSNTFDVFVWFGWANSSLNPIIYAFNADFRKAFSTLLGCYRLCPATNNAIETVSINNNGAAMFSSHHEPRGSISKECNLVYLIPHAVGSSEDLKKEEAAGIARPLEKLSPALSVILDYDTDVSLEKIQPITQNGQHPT
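Cells carrying a force-coupled, tetracycline-inducible human D1 receptor report calcium flux. Each well gets a 10 s baseline, compound with 180 s monitoring, then an EC80 dopamine stimulus with a second 180 s kinetic read.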
D2 PAM: D2 dopamine receptor (human) potentiation; AID 485347; 0.34% of 340,000 active; HEK293 T-REx D2, calcium flux, EC20 dopamine potentiation; potentiation, % at 10 µM; P14416;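 active = potentiation over 3 SD above the plate norm, cut at about 30% in these data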; note: 0% is about no effect
Target sequence (P14416 whole entry, looked up): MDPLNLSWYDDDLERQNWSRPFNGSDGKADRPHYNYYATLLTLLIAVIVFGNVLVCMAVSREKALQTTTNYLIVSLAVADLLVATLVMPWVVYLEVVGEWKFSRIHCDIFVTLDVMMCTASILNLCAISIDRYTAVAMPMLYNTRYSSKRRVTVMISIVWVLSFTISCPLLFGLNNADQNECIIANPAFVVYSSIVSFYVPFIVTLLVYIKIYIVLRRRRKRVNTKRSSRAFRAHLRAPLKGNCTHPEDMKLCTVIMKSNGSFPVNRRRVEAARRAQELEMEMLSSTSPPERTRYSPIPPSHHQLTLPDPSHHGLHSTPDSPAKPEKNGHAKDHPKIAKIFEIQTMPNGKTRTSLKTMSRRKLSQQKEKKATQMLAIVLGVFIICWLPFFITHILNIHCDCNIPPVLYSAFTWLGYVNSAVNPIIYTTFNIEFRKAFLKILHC
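Potentiation of an EC20 dopamine calcium response measured kinetically over 180 s, after a preceding 180 s compound-only read flagging agonists. Cells: inducible Hek293 Trex D2 line, 4000/well, cultured overnight at 30 C before dye loading.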
RXFP1 antag: RXFP1 (human) relaxin receptor antagonism; HEK293-RXFP1, relaxin-stimulated cAMP HTRF, 30 min; stronger effect = lower value; AID 1259400; Q9HBX9; 0.59% of 350,000 active; activity change, negative = inhibition, % at 57.5 µM;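 active = activity change of -60% or lower, but not beyond a set lower limit; inconclusive = change between -60% and -40%, or beyond the set limit; inactive = change above -40%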; note: % is set by controls: 0 for no effect and ±100 for the full control effect
D2 ag: agonists of human D2 dopamine receptor | P14416 | AID 485358 | activation, % at 2 µM | 0.53% of 340,000 active | HEK293 T-REx D2 cells, calcium flux agonist mode;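 active = activation over 3 SD above normal in the single-dose calcium agonist read, cut at about 30% in these data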; note: 0% is about no effect
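Calcium-flux readout, 1 cycle/sec over 180 s following compound pin transfer, in inducible HEK293 Trex D2 cells (force-coupled); dopamine controls included. Positive calcium responses during this window marked compounds as potential agonists.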
D1 potentiator: human D1 dopamine receptor positive modulation; HEK293 TREx D1 cells, calcium flux, dopamine EC20 potentiation; potentiation, % at 10 µM; 0.036% of 360,000 active; in the data active = potentiation above about 30%; note: 0% is about no effect
TRHR PAM: allosterically enhances the human TRH receptor; TRHR cells, fluo-8 calcium fluorescence, EC20 TRH enhancement; enhancement, % at 2 µM; 0.66% of 360,000 active; AID 493056; in the data active = enhancement above about 30%; note: 0% is about no effect
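TRHR-expressing cells loaded with fluo-8 calcium dye were read kinetically (ex 480/em 530) during compound addition, then stimulated with an EC20 of TRH (10 nM final). Enhancement of the Gq-mediated intracellular calcium response was scored.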
D1 ag: agonists of human D1 dopamine receptor; P21728; HEK293 T-REx D1 cells, calcium flux, agonist mode; activation, % at 2 µM; 1% of 360,000 active; AID 504660; note: 0% is about no effect
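Tetracycline-induced HEK293 TREx D1 cells, force-coupled to calcium signalling, were dye-loaded with a no-wash calcium kit. Compound was pin-added after a 10 s baseline. Fluorescence was read kinetically at 1 cycle/s for 180 s, with calcium rises flagged as agonism.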
TRHR agonist: activates the human TRH receptor; P34981; AID 493084; 0.18% of 360,000 active; TRHR cells, calcium flux fluo-8, FDSS agonist mode; activation, % at 2 µM; note: 0% is about no effect
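In this calcium-flux screen, cells bearing human TRHR are dye-loaded with fluo-8, baselined for 10 cycles, then exposed to library compounds; positive kinetic calcium responses during the agonist phase mark hits, with TRH as control.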
D2 antagonist: antagonizes the human D2 dopamine receptor. inhibition, % at 10 µM. AID 485344. 2% of 340,000 active. HEK293 TREx D2 cells, calcium flux, dopamine EC80; in the data active = inhibition above about 30%; note: 0% is about no effect
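HEK293 T-REx D2 cells, tet-induced, calcium dye no-wash. Cpd pintool add, 180 s kinetic, then EC80 DA, 180 s kinetic. Ca flux read.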
* marks the source's active call; other numbers are inactive results; u = inconclusive; x = not tested or not shown; & = joins results of further samples. Cut-off read from the data, not from the text of the source, unless noted: active = activation above about 30%; inactive = the rest.

SMILES	D1 antag	D2 PAM	RXFP1 antag	D2 ag	D1 potentiator	TRHR PAM	D1 ag	TRHR agonist	D2 antagonist
Cc1cccn2c(N)c(-c3ccccc3)nc12	1	7	-2	0.1	0	4	1	0.6	-6
COc1ccc(OC)c(S(=O)(=O)N2CCC(C(=O)NCCc3ccccc3)CC2)c1	6	18	26	-0.7	-3	5	6	-0.6	9
CCOC(=O)N1CCN(CCC(=O)Nc2cccc(Br)c2)CC1	-5&9	4&8	5&4	-0.6&0.4	9&-1	5&-5	4&0	-0.2&0.2	-5&-2
CC(C)NC(=O)c1ccccc1NC(=O)Cc1ccc(Br)cc1	-3	-3	-17	-1.0	-6	-1	0	-0.1	14
Cc1ccc(NC(=O)CCC(=O)N/N=C/c2ccco2)c(C)c1	-2	-20	2	0.7	4	-1	1	-0.4	-1
COc1ccccc1N1CCN(c2nc(-c3ccc(C)cc3)nc3ccccc23)CC1	6	12	-26	0.0	1	-2	-3	0.2	x
CN1Cc2sc(NC(=S)NC(=O)c3ccccc3)c(C#N)c2CC1(C)C	-8	7	-2	3.6	1	-2	5	1.9	-12
CC1(C)Cc2c(c(-c3ccco3)[nH]c(=O)c2C#N)CO1	-13	1	0	-0.3	-4	1	-2	-0.1	-8
COCCNCc1ccc(Cl)cc1Cl	-11	4	-5	-0.4	0	-1	4	-0.7	-3
O=C1C=C(c2ccnc3cc(Cl)ccc23)C[C@@H](c2ccc3c(c2)OCO3)C1	x	4	x	-0.4	-1	3	6	0.6	15
C=CC12C=CC=CN1C(C(=O)OC)=C(C(=O)OC)C(C(=O)OC)=C2C(=O)OC (configuration not stated)	-10	-2	3	-0.4	-7	-9	0	-1.2	0
O=C(NCCCN1CCN(c2ccccc2F)CC1)c1cc2c(s1)-c1ccccc1OC2	-46*	-22	-28	x	-7	-6	5	0.1	x
O=C(NCc1ccc(Cl)cc1)c1noc2c1CCCC2	-19	-13	-5	-0.1	-5	-10	1	-2.8	-5
Cc1noc(NS(=O)(=O)c2ccc(NC(=O)CCC3CCCCC3)cc2)c1C	-9	-2	2	-0.1	-7	1	4	0.6	6
Cc1ccc(S(=O)(=O)c2cc(OC(=O)c3ccco3)ccc2OC(=O)c2ccco2)cc1	-10	-1	-7	0.0	1	-12	8	0.0	1
COc1cc(S(=O)(=O)Nc2ccccc2C)ccc1Cl	4	3	-5	-0.1	-2	2	0	0.0	-14
CCOC(=O)c1cn(-c2ccc([N+](=O)[O-])cc2)c2cc(Cl)c([N+](=O)[O-])cc2c1=O	-42*	9	3	-0.2	-4	0	2	0.4	-11
CCOc1cc(C(=S)N2CCCCC2)ccc1OS(=O)(=O)c1ccc(Br)cc1	3	-4	-6	-0.4	1	-3	1	0.5	-9
Cc1cccc2nc(-c3ccccc3)nc(N[C@@H](CO)c3ccccc3)c12	-5	-20	-15	0.6	-12	-1	6	1.6	8
Cc1cc(C)c2oc(C(=O)N(Cc3ccc(F)cc3)C3CCS(=O)(=O)C3)cc(=O)c2c1 (configuration not stated)	-5&-4	0&11	-10&-10	-0.2&-1.2	-1&0	2&5	4&7	0.3&-1.0	-1
CC(=O)N1CCN(CC(=O)Nc2ccc(Cl)c(S(=O)(=O)N(C)C)c2)CC1	3	-3	-7	-0.3	-4	-4	3	0.0	5
CC1CSc2n(-c3cccc(C(F)(F)F)c3)cc(-c3ccccc3)[n+]21 (configuration not stated)	19	1	-5	-3.7	-7	-1	1	-1.0	4
Cc1ccc(-c2noc(-c3ccc(NC4CCCC4)c([N+](=O)[O-])c3)n2)cc1	-22	7	x	x	-4	4	5	-0.3	x
CCN(CC)S(=O)(=O)c1ccc(Cl)c(NC(=O)c2ccncc2)c1	0	7	6	-0.3	-2	-9	1	0.1	-21
COc1cc(C(C(=O)NC2CCCCC2)N(Cc2cccs2)C(=O)Cc2c[nH]c3ccccc23)cc(OC)c1OC (configuration not stated)	14	-5	-17	0.8	6	-10	3	-0.3	-8
CNC(=S)SCCOc1ccc(C)cc1	-91*	-11	-13	0.3	-7	2	2	0.3	1
N/C(=N\S(=O)(=O)c1cccs1)c1ccccc1	-6	24	-1	0.9	0	-3	3	-0.3	2
CC(=O)NC(NC(=S)N1CCCCCC1)C(Cl)(Cl)Cl (configuration not stated)	-9	10	-27	-1.7	-7	8	0	0.5	15
COc1cc(NC(=O)Cn2ccsc2=N)cc(OC)c1	0	-17	-5	-2.9	-4	-4	2	1.5	-6
CC(Sc1nncn1C)C(=O)Nc1nnc(-c2ccccc2)s1 (configuration not stated)	3	-8	3	0.8	13	0	-1	0.1	-12
CC(C)(C)OC(=O)N1CSC[C@H]1C(=O)NC[C@H](CC(=O)O)c1ccc(Cl)cc1	1	15	1	0.2	-6	0	2	-1.0	0
COc1ccc2nc(NC(=O)c3nc(S(=O)(=O)Cc4cccc(C)c4)ncc3Cl)sc2c1	-31*	-6	-16	1.0	-2	-7	1	-0.2	x
O=C(CN1C(=O)CC(c2ccco2)Sc2ccccc21)Nc1ccc2c(c1)OCCO2 (configuration not stated)	-4	-6	-1	-0.3	1	-5	1	-0.1	16
NS(=O)(=O)c1ccc(N/C=C\C(=O)c2cccc3ccccc23)cc1	2	-5	6	-0.5	-2	3	3	-1.4	1
CCCOc1ccc(-c2csc(N)n2)cc1[N+](=O)[O-]	-14	3	-7	-1.3	-6	-7	0	-1.3	-17
Cc1cccc(N2CCN(C3=NC(=O)C(=C4CCCCC4)S3)CC2)c1	-8	-8	-1	0.7	-1	10	4	-1.9	4
Cc1c(C(=O)c2ccc(Cl)c([N+](=O)[O-])c2)c2ccccn2c1CCC#N	-2	-3	1	3.0	-8	-9	-1	0.0	3
CCN(CC)C(=O)C1CCN(c2nnc(C)c3c(C)n(-c4ccc(Cl)cc4)nc23)CC1	4	1	2	-0.9	0	-1	0	-0.7	x
N#CC1=C(N)SC(N)=C(C#N)C1Cc1ccccc1	11	2	x	2.7	-5	22	10	3.8	-7
CC(=O)Nc1ccc(NC(=O)Cn2nc([N+](=O)[O-])c(Br)c2C)cc1	-23	9	-8	0.5	0	0	3	-1.2	-16
Cn1nc(C(=O)Nc2cccc(S(=O)(=O)N3CCCCC3)c2)c2ccccc2c1=O	10	7	7	-0.6	-4	8	7	0.3	12
O=C(NCc1ccccc1F)C1CCN(c2nn3cc(-c4ccc(F)cc4)nc3s2)CC1	4	-3	-14	-0.2	2	4	2	-0.2	x
CCN(CC)S(=O)(=O)c1ccc(NC(=O)CCN2C(=O)C3CC=CCC3C2=O)cc1 (configuration not stated)	16	-4	-5	1.3	-1	1	2	0.5	8
Cc1ccccc1NP(=O)(c1ccccc1)c1nc2ccccc2s1 (configuration not stated)	7	4	-12	-1.1	-3	1	0	-1.5	-5
COc1cc(C2Nc3c(C)cc(C)cc3-c3cc(C)nn32)cc(OC)c1O (configuration not stated)	-8	2	-6	1.3	0	10	7	2.1	x
COc1cccc(C(=O)n2c(SC)nc3cc4c(cc32)OCCO4)c1	9	7	-11	-0.9	-6	-8	3	-0.8	-11
COc1cc(C2CC(c3ccccc3)=NN2c2ccccc2)ccc1OCC(=O)O (configuration not stated)	11	0	13	-0.3	-2	-3	2	0.7	15
CCCCC(=O)NC1(C(F)(F)F)C(=O)Nc2c1c(=O)[nH]c(=O)n2-c1ccc(F)cc1 (configuration not stated)	-14	10	-6	-0.1	0	-4	4	1.3	x
CSc1cccc(NC(=O)c2ccc3c(c2)CCCN3S(C)(=O)=O)c1	-2	-6	u	-1.1	4	1	-1	-1.7	x
Cc1cc(Br)c(Cl)cc1NC(=O)CN1C(=O)C2C3CC(c4ccccc4)C(C3)C2C1=O (configuration not stated)	-9	8	6	2.5	-4	3	9	1.4	-21
Cc1ccc(Cn2nc3n(c2=O)-c2cc(Cl)ccc2OC3)cc1	-14	15	x	0.5	1	0	0	-1.0	x
CCn1c(CCC(=O)Nc2nc3c(s2)CCCC3)nc2cc(S(=O)(=O)N(C)C)ccc21	8	x	-9	8.0	-5	-2	5	1.4	-10
Cc1ccc(CS(=O)Cc2ccc(C(=O)N3CCN(c4ccc(F)cc4)CC3)o2)cc1 (configuration not stated)	-1	-3	-18	0.8	-3	0	3	-0.3	9
O=C(NCC(=O)N1CCN(c2ccccc2O)CC1)C1CCCCC1	-16	-15	1	0.4	-2	-3	11	0.3	4

Some of the entries so far, as a markdown table:
| canonical_smiles | D1 antag | D2 PAM | RXFP1 antag | D2 ag | D1 potentiator | TRHR PAM | D1 ag | TRHR agonist | D2 antagonist |
| --- | --- | --- | --- | --- | --- | --- | --- | --- | --- |
| CCN(CC)S(=O)(=O)c1ccc(NC(=O)CCN2C(=O)C3CC=CCC3C2=O)cc1 (configuration not stated) | 16 | -4 | -5 | 1.3 | -1 | 1 | 2 | 0.5 | 8 |
| Cc1ccccc1NP(=O)(c1ccccc1)c1nc2ccccc2s1 (configuration not stated) | 7 | 4 | -12 | -1.1 | -3 | 1 | 0 | -1.5 | -5 |
| COc1cc(C2Nc3c(C)cc(C)cc3-c3cc(C)nn32)cc(OC)c1O (configuration not stated) | -8 | 2 | -6 | 1.3 | 0 | 10 | 7 | 2.1 | x |
| COc1cccc(C(=O)n2c(SC)nc3cc4c(cc32)OCCO4)c1 | 9 | 7 | -11 | -0.9 | -6 | -8 | 3 | -0.8 | -11 |
| COc1cc(C2CC(c3ccccc3)=NN2c2ccccc2)ccc1OCC(=O)O (configuration not stated) | 11 | 0 | 13 | -0.3 | -2 | -3 | 2 | 0.7 | 15 |
| CCCCC(=O)NC1(C(F)(F)F)C(=O)Nc2c1c(=O)[nH]c(=O)n2-c1ccc(F)cc1 (configuration not stated) | -14 | 10 | -6 | -0.1 | 0 | -4 | 4 | 1.3 | x |
| CSc1cccc(NC(=O)c2ccc3c(c2)CCCN3S(C)(=O)=O)c1 | -2 | -6 | u | -1.1 | 4 | 1 | -1 | -1.7 | x |
| Cc1cc(Br)c(Cl)cc1NC(=O)CN1C(=O)C2C3CC(c4ccccc4)C(C3)C2C1=O (configuration not stated) | -9 | 8 | 6 | 2.5 | -4 | 3 | 9 | 1.4 | -21 |
| Cc1ccc(Cn2nc3n(c2=O)-c2cc(Cl)ccc2OC3)cc1 | -14 | 15 | x | 0.5 | 1 | 0 | 0 | -1.0 | x |
| CCn1c(CCC(=O)Nc2nc3c(s2)CCCC3)nc2cc(S(=O)(=O)N(C)C)ccc21 | 8 | x | -9 | 8.0 | -5 | -2 | 5 | 1.4 | -10 |
| Cc1ccc(CS(=O)Cc2ccc(C(=O)N3CCN(c4ccc(F)cc4)CC3)o2)cc1 (configuration not stated) | -1 | -3 | -18 | 0.8 | -3 | 0 | 3 | -0.3 | 9 |
| O=C(NCC(=O)N1CCN(c2ccccc2O)CC1)C1CCCCC1 | -16 | -15 | 1 | 0.4 | -2 | -3 | 11 | 0.3 | 4 |
